Screening data deposited in PubChem BioAssay by several laboratories.
Fam108B counter: mouse Fam108B serine hydrolase inhibitors, primary screen, counter-screen for RBBP9 inhibitor project, biochemical, fluorescence polarization; recombinant Fam108B, FP-Rh probe fluorescence polarization; inhibition, % at 9.51 µM; 300,000 tested, 0.33% active;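 active means inhibition above the screen mean inhibition plus 3 SD, computed separately per campaign, cut at about 18% in these data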;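 further: inhibitors lower polarization as less probe binds the enzyme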
PME-1 inh: PME-1 inhibitors via competitive probe labeling, primary screen, biochemical, fluorescence polarization, FP-Rh probe, HTS; Protein phosphatase methylesterase 1 (Homo sapiens), Q9Y570; recombinant PME-1; inhibition, % at 5.9 µM; 320,000 tested, 0.53% active;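 active means inhibition above the campaign mean of all compounds plus 3 SD, cut at about 26% in these data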;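 further: competitive labeling of PME-1 active site by serine hydrolase directed probe; 0% = PME-1 with DMSO and 100% = wells lacking PME-1 enzyme; inhibitors block probe labeling so polarization falls and inhibition rises; many of its hits are not listed in these tables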
Target sequence (Q9Y570 whole entry, looked up): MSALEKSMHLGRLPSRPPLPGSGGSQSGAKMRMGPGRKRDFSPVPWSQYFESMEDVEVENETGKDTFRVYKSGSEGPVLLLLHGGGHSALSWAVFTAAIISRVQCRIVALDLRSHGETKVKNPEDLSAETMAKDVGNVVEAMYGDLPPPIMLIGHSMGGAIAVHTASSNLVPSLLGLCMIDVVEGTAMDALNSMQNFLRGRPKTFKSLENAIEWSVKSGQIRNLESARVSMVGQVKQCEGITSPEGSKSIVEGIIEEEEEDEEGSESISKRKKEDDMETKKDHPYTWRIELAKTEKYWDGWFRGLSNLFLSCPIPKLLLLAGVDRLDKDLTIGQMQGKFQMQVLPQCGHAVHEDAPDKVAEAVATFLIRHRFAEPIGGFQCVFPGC
pPAFAH inh: pPAFAH enzyme inhibitors, primary screen, biochemical, fluorescence polarization, human; 330,000 tested, 1.5% active; Platelet-activating factor acetylhydrolase (Homo sapiens), Q13093; inhibition, % at 3.39 µM; AID 463082, 2010; recombinant pPAFAH, FP-rhodamine probe fluorescence polarization;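 active means inhibition above the mean inhibition across the screen plus 3 SD, cut at about 25% in these data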;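 further: inhibitors block binding of the rhodamine activity-based probe so polarization drops; 0% = enzyme with DMSO and 100% = wells lacking pPAFAH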
PAFAH1B2 inh: PAFAH1B2 enzyme inhibitors, primary screen, biochemical, fluorescence polarization, human; inhibition, % at 3.39 µM; 340,000 tested, 1.2% active; Platelet-activating factor acetylhydrolase IB subunit alpha2 (Homo sapiens), P68402; recombinant PAFAH1B2, FP-rhodamine activity probe; AID 492953, 2010;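 active means inhibition above the mean of all tested compounds plus 3 SD, cut at about 24% in these data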;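 further: 0% = enzyme with DMSO and 100% = wells lacking PAFAH1B2; many of its hits are not listed in these tables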
GLD-1 RNA inh: GLD-1/TGE RNA complex disruptors, primary screen, biochemical, fluorescence polarization. 320,000 tested, 0.44% active. purified GLD-1 + fluorescein TGE RNA. inhibition, % at 5.96 µM;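 active means percent inhibition above a per-plate cutoff, the plate mean of test compounds plus 3 SD, cut at about 30% in these data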;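 further: 0% = DMSO wells with GLD-1 and probe and 100% = wells lacking GLD-1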
Target sequence (Q17339 whole entry, looked up): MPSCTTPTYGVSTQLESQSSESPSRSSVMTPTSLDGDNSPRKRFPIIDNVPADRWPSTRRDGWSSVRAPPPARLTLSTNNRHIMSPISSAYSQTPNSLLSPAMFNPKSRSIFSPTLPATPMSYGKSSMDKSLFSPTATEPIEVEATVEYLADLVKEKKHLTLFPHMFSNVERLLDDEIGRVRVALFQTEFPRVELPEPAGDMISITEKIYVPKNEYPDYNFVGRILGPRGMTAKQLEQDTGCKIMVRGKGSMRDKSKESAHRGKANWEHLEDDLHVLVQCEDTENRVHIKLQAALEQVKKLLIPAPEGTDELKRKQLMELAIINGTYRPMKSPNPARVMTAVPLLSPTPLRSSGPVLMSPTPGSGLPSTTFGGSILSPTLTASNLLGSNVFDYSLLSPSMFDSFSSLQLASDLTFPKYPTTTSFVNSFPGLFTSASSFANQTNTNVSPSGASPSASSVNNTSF
MCL1-BIM inh: inhibitors of MCL1 binding to BIM-BH3, primary screen, biochemical, fluorescence polarization | inhibition, % at 10.9 µM | AID 2057, 2009 | 320,000 tested, 0.68% active | Induced myeloid leukemia cell differentiation protein Mcl-1 (Homo sapiens), Q07820 | GST-MCL1 / FITC-Bim-BH3 fluorescence polarization;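 active means inhibition above the mean inhibition of all tested compounds plus 3 SD, set per campaign, cut at about 40% in these data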;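 further: 0% = DMSO wells and 100% = unlabeled Bim-BH3 peptide control; higher means more loss of mP so more displacement of Bim peptide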
Bcl-xL primary: inhibitors of human Bcl-xL, primary screen, biochemical, fluorescence polarization, HTS. GST-Bcl-xL / FITC-Bim BH3 peptide fluorescence polarization. inhibition, % at 10.9 µM. 320,000 tested, 0.7% active;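 active means inhibition above the mean of all tested compounds plus 3 SD, cutoff set per campaign, cut at about 30% in these data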;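 further: 0% = DMSO wells and 100% = unlabeled Bim-BH3 peptide competitor; inhibitors lower millipolarization by displacing the labeled peptide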
Target sequence (Q07817 whole entry, looked up): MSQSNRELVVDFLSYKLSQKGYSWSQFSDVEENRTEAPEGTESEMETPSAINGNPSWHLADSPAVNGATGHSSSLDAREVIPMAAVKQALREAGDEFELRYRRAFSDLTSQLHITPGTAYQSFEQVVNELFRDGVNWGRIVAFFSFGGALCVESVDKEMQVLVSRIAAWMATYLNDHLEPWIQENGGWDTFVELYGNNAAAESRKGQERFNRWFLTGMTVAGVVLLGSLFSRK
AHR activator: AHR activators, primary screen, cell-based, luminescence, luciferase reporter, human | Aryl hydrocarbon receptor (Homo sapiens), P35869 | AHR-responsive luciferase reporter cells | activation, % at 5 µM | 320,000 tested, 2.5% active | AID 2796, 2010; in the data active means activation above about 47%;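 further: 0% = vehicle wells and 100% = reference agonist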
MEX-5 binding: MEX-5 zinc finger RNA-binding disruptors – biochemical, C. elegans, fluorescence polarization, MLPCN library, primary screen | MEX-5/FITC-TCR2 RNA binding; hits give low values | AID 1832, 2009 | activity score (negative = inhibition of binding), % at 10 µM | 300,000 tested, 0.38% active;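 active means inhibition past about -25% in most replicates, and total fluorescence under double the plate's negative control median, limit read from the data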;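 further: 0% = DMSO and -100% = 5 µM competing unlabeled TCR2 RNA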
An asterisk follows results filed as active; x = not tested or not shown. The list is partial, so the mix of outcomes need not match the whole.

SMILES | Fam108B counter | PME-1 inh | pPAFAH inh | PAFAH1B2 inh | GLD-1 RNA inh | MCL1-BIM inh | Bcl-xL primary | AHR activator | MEX-5 binding
CCn1c(-c2cccnc2)n[nH]c1=S | 0 | -2 | 0 | 0 | 1 | -8 | -2 | -2 | -0.3
NC(=O)COC(=O)C(Cc1ccccc1)NS(=O)(=O)c1ccccc1F (stereo unspecified) | -3 | -2 | 4 | 9 | -5 | 4 | 2 | 1 | -2.6
O=C(Nc1ccc(Oc2ccc(Cl)cc2)c(Cl)c1)c1cc(I)cc(I)c1O | 18* | 8 | 11 | -3 | 3 | -10 | 1 | 1 | 1.9
O=C1Nc2ccccc2CCc2ccccc21 | x | 0 | 3 | 3 | -4 | 2 | 5 | -1 | x
CCn1cc(/C=N\NC(=O)c2c[nH]c3ccccc23)c(C)n1 | -4 | 0 | 1 | 0 | 7 | -2 | -1 | 20 | -1.4
O=C(c1cccc(C(F)(F)F)c1)C1CCCN(C(=O)CCc2cnccn2)C1 (stereo unspecified) | 4 | 1 | 10 | -2 | 0 | 4 | 6 | 7 | -0.8
Cc1ccccc1N(CC(=O)N1CCOCC1)S(C)(=O)=O | 1 | -2 | 0 | 3 | -3 | 0 | -2 | -2 | -1.9
CC(C)N(Cc1ccccc1)C(=O)c1ccc2c(c1)OCO2 | 2 | 3 | -3 | 10 | 3 | -6 | -1 | 0 | -3.6
CCn1c(=O)c2ccccc2n2c(SCC(=O)N3CCCc4ccccc43)nnc12 | -3 | -1 | -2 | -9 | 7 | -3 | -7 | 0 | x
CCCC(=O)NC(c1ccccc1OC)c1ccc2cccnc2c1O (stereo unspecified) | -1 | 5 | 11 | 4 | 5 | 5 | 0 | 2 | 1.4
Cc1cc(=O)oc2c(CN(CC(C)C)CC(C)C)c(O)ccc12 | 8 | 4 | 0 | x | -3 | 8 | 4 | 20 | -0.9
Cc1cc(S(=O)(=O)NCCc2ccccc2)c(C)s1 | -1 | -2 | 14 | 11 | 2 | -3 | -1 | 2 | -0.8
COc1cccc(NC(=O)COC(=O)CCS(=O)(=O)c2ccc(C)cc2)c1 | 1 | 2 | 9 | 3 | -1 | 2 | 4 | 0 | 1.7
Cn1c(SCC(=O)NCc2ccc3c(c2)OCO3)nnc1-c1c[nH]c2ccccc12 | 7 | 6 | -5 | -5 | 12 | 2 | 0 | 2 | 1.8
O=C(NCc1cccnc1)c1cn(CCc2ccccc2)nn1 | 2 | 2 | 6 | 4 | 2 | 2 | 0 | 10 | x
O=C1CCc2cc(S(=O)(=O)N3CCC(C(=O)NCc4ccccn4)CC3)ccc2N1 | -2 | 2 | 1 | 5 | 14 | 11 | 13 | 4 | -1.7
COc1ccc(-c2cc(=O)oc3cc(OC(C)C(=O)Nc4ccc(CN5CCOCC5)cc4)ccc23)cc1 (stereo unspecified) | -6 | -5 | 1 | -2 | -9 | -2 | 4 | -1 | 0.4
COc1ccc(-c2nc(C)sc2CC(=O)O)cc1OC | -2 | -9 | 1 | 7 | 7 | 1 | 1 | 2 | 2.4
Nc1nc(NC(=O)C(Cl)(Cl)Cl)nn1-c1ccccc1 | 1 | -4 | 1 | 4 | 4 | -5 | 4 | 1 | -1.8
CC1(C)CC2CC(C)(CN2S(=O)(=O)c2cccc(C(=O)OCC(N)=O)c2)C1 (stereo unspecified) | 3 | -1 | 2 | 28* | 4 | -2 | -4 | -2 | 1.5
O=C(NCCOCCOCCNC(=O)c1ccccc1)c1ccccc1 | -3 | 2 | 1 | 3 | 3 | 7 | 4 | -1 | 2.0
CC1(C)CC(=O)C2=C(C1)OC1=C(C2)C(=O)CC(C)(C)C1 | -1 | -8 | 0 | 5 | 0 | -5 | 3 | 0 | -0.3
O=C(NCc1ccccc1Cl)c1csc2c1CCCCC2 | -2 | -3 | 2 | 10 | -2 | 3 | 5 | 1 | -0.9
CC1CN(CC(=O)Nc2ccc(Br)cn2)CC(C)O1 (stereo unspecified) | 0 | 6 | 0 | 7 | 2 | 11 | 3 | 7 | -1.0
O=C(c1cc(Sc2ccc(Cl)cc2)nc2ccccc12)N1CCN(c2ccccn2)CC1 | 0 | 13 | 2 | 6 | -2 | 6 | 8 | 1 | x
CCOC(=O)[C@@H]1C(c2c(OC)cc(OC)cc2OC)=NO[C@@H]1C(=O)OCC | -7 | -9 | 6 | -1 | 7 | -3 | 3 | -4 | 2.6
COC(=O)COc1ccc(S(=O)(=O)Nc2cc([N+](=O)[O-])ccc2C)cc1 | 5 | 0 | 1 | 7 | -7 | -4 | -1 | 0 | -2.4
Cn1c(N/N=C/c2cccs2)nc2c1c(=O)n(Cc1ccccc1)c(=O)n2C | 8 | -1 | -1 | 7 | 1 | 13 | 6 | 43 | 2.2
CC(C)N1C/C(=C/c2ccsc2)C(=O)/C(=C/c2ccsc2)C1 | -6 | 7 | 3 | 5 | 2 | -24 | -11 | 3 | -2.7
Cc1ccc(C(=O)OCCN2CCN(c3ncc(C(F)(F)F)cc3Cl)CC2)cc1 | 1 | 0 | 1 | -4 | 2 | -3 | 0 | -1 | -0.3
Cc1ccc(NC(=O)CNC(=O)N2CC(=O)Nc3ccccc32)cc1F | -3 | 1 | 1 | -1 | 8 | 7 | 10 | 43 | -2.1
Cc1cc(C)c(C#N)c(SCc2ccccc2C(=O)O)n1 | 2 | 0 | 6 | 2 | 0 | -3 | 5 | 10 | -0.3
CN(CC(=O)Nc1cccc2c1CCCC2)S(=O)(=O)c1ccc(Cl)cc1 | -2 | 5 | -3 | 5 | 2 | -2 | 0 | -1 | x
COc1cc(NC(=S)NNC(=O)C(C)(C)O)cc(OC)c1 | 4 | 1 | 3 | 4 | -4 | 10 | 3 | 11 | -7.4
O=C(Nc1ccccc1Cl)c1ccc(S(=O)(=O)NCC2CCCO2)cc1 (stereo unspecified) | 1 | 0 | 3 | 5 | -6 | 7 | 9 | -2 | -3.1
O=C(CN1C(=O)COc2ccc(Cl)cc21)N1CCc2ccccc21 | -4 | -1 | 5 | -1 | 9 | -6 | 5 | 3 | 1.7
Clc1ccccc1-c1ccc2ncnc(NCc3ccc4c(c3)OCO4)c2c1 | x | -33 | -3 | -4 | 2 | 5 | 2 | 6 | x
Clc1ccc(SCCn2ccnc2)cc1 | 0 | -1 | 0 | 35* | -2 | 3 | 5 | 5 | -4.2
CCN(C(=O)C1CCN(S(=O)(=O)c2ccc3c(c2)oc(=O)n3C)CC1)c1cccc(C)c1 | -1 | 6 | 4 | -5 | -2 | 13 | 5 | -4 | -0.6
O=C(Nc1ccc(OC(F)(F)F)cc1)Oc1ccccc1N1CCOCC1 | -6 | -5 | 2 | -2 | 3 | 2 | 4 | -2 | 0.1
CCOC(=O)C(CC)Sc1nc2c(c(=O)[nH]c(=O)n2C)n1C/C=C(/C)Cl (stereo unspecified) | -1 | 5 | 6 | 3 | 2 | 14 | 4 | 1 | -0.7
Cc1c(-c2ccccc2)nc2ccccc2c1C(=O)O | 3 | 2 | 0 | 10 | -6 | 8 | 4 | 9 | -3.5
Cn1c(SCc2c(Cl)cccc2Cl)nnc1-c1ccc2nonc2c1 | 1 | 5 | 3 | 2 | -6 | -2 | 2 | -6 | 2.0
COC(=O)c1ccc(C(C(=O)NC2CCCCC2)N(Cc2ccccc2)C(=O)Cc2cccs2)cc1 (stereo unspecified) | 5 | -6 | -1 | 6 | 2 | 13 | 3 | 2 | -0.4
CCCCC(C(=O)OCC)C(N)Cc1ccc(F)cc1 (stereo unspecified) | 0 | 4 | -1 | 4 | 7 | 14 | 5 | -2 | -1.5
CCN=C1S/C(=C\c2ccc(OCC)c(OC)c2)C(=O)N1CC | -3 | -3 | 6 | -3 | 0 | -1 | 6 | 10 | 1.5
O=S(=O)(Nc1ccc(Cl)nn1)c1ccccc1 | 5 | 1 | -1 | 2 | -3 | 0 | 0 | 0 | 1.3
CCOC(=O)c1[nH]c(C)c(C(=O)N2CCN(c3ccccc3)CC2)c1C | -3 | -6 | 8 | 0 | 3 | 7 | 6 | -2 | -1.0
CN(C)CCn1c2c(c(SCC(=O)Nc3ccccc3C(F)(F)F)nc1=O)CCCC2 | 3 | 2 | -1 | 5 | 0 | 3 | 5 | 0 | 0.4
CC1CN(C(=O)c2cc(-c3ccncc3)nc3ccccc23)CC(C)O1 (stereo unspecified) | x | 2 | -4 | -3 | 5 | 6 | 0 | 24 | x

Other structures follow.
SMILES | Fam108B counter | PME-1 inh | pPAFAH inh | PAFAH1B2 inh | GLD-1 RNA inh | MCL1-BIM inh | Bcl-xL primary | AHR activator | MEX-5 binding
Cn1c(N)c(C(=O)COC(=O)CCCc2nc3ccccc3s2)c(=O)n(C)c1=O | 5 | 2 | 1 | 5 | 10 | 3 | 7 | 1 | 1.0
O=C(COC(=O)CCSc1ccccc1)Nc1ccccc1 | x | x | 9 | 9 | 1 | x | x | 2 | x
COc1cc(OC)c2cc[nH]c2c1 | -6 | 1 | -3 | 1 | 0 | -4 | -3 | 2 | -0.8
Cc1cnc(C)c(N2CCN(Cc3nc(-c4cccc(F)c4F)oc3C)CC2)n1 | 2 | 2 | 1 | 0 | 6 | 3 | 0 | 1 | 0.9
CCOc1ccc(N(CC(=O)NCCSCc2ccc(C)cc2)S(C)(=O)=O)cc1 | 0 | 3 | 5 | 5 | 6 | 12 | 6 | 0 | -1.0
O=C(COc1ccccc1)N1CCN(c2ccc([N+](=O)[O-])c(N3CCCCC3)c2)CC1 | -1 | -2 | 3 | -2 | 5 | 6 | 4 | -1 | -0.4
COc1cccc2c(C)cc(N3CCCCCC3)nc12 | -1 | -2 | 4 | 3 | -6 | 0 | 3 | 5 | 0.0
CCC/S(C)=N/S(=O)(=O)c1ccc(C)cc1 (stereo unspecified) | -1 | -7 | -7 | -3 | -5 | -2 | 1 | 1 | -0.9
COc1cccc(/C=N/NC(=O)C(C)n2nnc3ccccc32)c1 (stereo unspecified) | -1 | -3 | -1 | 1 | 0 | 8 | 6 | -1 | 1.8
CN(C(=O)n1cnc2ccccc21)c1ccccc1 | 4 | -1 | 6 | 3 | 4 | 7 | 2 | 9 | x
CCc1ccc(OCC(=O)Nc2nnc(-c3ccco3)s2)cc1 | 4 | -13 | -1 | -1 | -6 | 7 | -7 | 0 | 0.0
O=C(O)CN1C(=O)NC2(CCc3ccccc32)C1=O (stereo unspecified) | 1 | 0 | 2 | 3 | -4 | -2 | 0 | 3 | 0.2
CCOC(=O)c1[nH]c(C)c(C(=O)N2CCN(c3ccc(F)cc3)CC2)c1C | 0 | 4 | 4 | -4 | 4 | 6 | 7 | 3 | -1.9
O=C(NCc1ccccc1CN1CCCC1)C1CCN(S(=O)(=O)c2ccc(F)c(F)c2)CC1 | x | 15 | -2 | -3 | 2 | 1 | 2 | 1 | x
